NCI-60 one-dose screen, 48 h, at 10 µM unless noted. Numbers give growth in % (100 = growth as untreated, 0 = no growth, -100 = all killed).
HOP-92: HOP-92 NSCLC cells; 6.3% of 71,000 active
EKVX: EKVX NSCLC; 3% of 71,000 active
RPMI-8226: RPMI-8226 leukemia cells. 7.5% of 77,000 active
HOP-62: HOP-62 NSCLC | 3.9% of 80,000 active | AID 1794735
M14: M14 melanoma; AID 1794745; 6.2% of 80,000 active
UACC-62: UACC-62 melanoma. 5.4% of 81,000 active. AID 1794756
CCRF-CEM: CCRF-CEM leukemia; 7% of 77,000 active; AID 1794778
A549/ATCC: A549/ATCC NSCLC; 3.7% of 81,000 active
* = called active by the depositor; / = no result given; & = joins results of further samples; ! = not active in a repeat; [ ] = another dose, or the depositor's remark. How the source made its calls: active means growth percent below 10; inactive means the rest. Outcome played no part in choosing rows; 12% or so of the library scored in one or more.

SMILES	HOP-92	EKVX	RPMI-8226	HOP-62	M14	UACC-62	CCRF-CEM	A549/ATCC
Clc1ccccc1N/N=C/c1ccccn1	83	74	91	90	109	86	90	93
CC(=O)[C@@]1(O)[C@H](C)C[C@H]2[C@@H]3CC=C4C[C@@H](O)CC[C@]4(C)[C@H]3CC[C@@]21C	/	103	110	100	100	97	105	104
CC(C)OC(=O)Nc1ccccc1Cl	95	101	105	96	95	104	106	99
O=C(Nc1cccc(NC(=O)Nc2cc(C(F)(F)F)ccc2Cl)c1)Nc1cc(C(F)(F)F)ccc1Cl	/	/	-15*	22	22	19	5.9*	12
Cc1nn(-c2ccccc2)c(Cl)c1/C=C1\N=C(c2ccccc2)NNC1=O	136	103	/	112	105	99	/	94
COc1cc(Cc2cc(-c3ccc(Cl)cc3)n[nH]c2=O)ccc1O	/	-26*	48	104	108	96	/	59
Cn1ncc(C(=O)O)c1-n1cnc2ccc(Cl)cc2c1=O	56	99	111	99	109	97	110	108
CO[C@H]1/C=C/O[C@@]2(C)Oc3c(C)c(O)c4c(O)c(c(/C=[N+]([O-])/[N+]([O-])=C/c5c6c(O)c7c(O)c(C)c8c(c7c5O)C(=O)[C@@](C)(O/C=C/[C@H](OC)[C@@H](C)[C@@H](OC(C)=O)[C@H](C)[C@H](O)[C@H](C)[C@@H](O)[C@@H](C)/C=C/C=C(/C)C(=O)N6)O8)c(O)c4c3C2=O)NC(=O)/C(C)=C\C=C\[C@H](C)[C@H](O)[C@@H](C)[C@@H](O)[C@@H](C)[C@H](OC(C)=O)[C@@H]1C	109	/	27	102	104	84	86	96
CCOC(=O)n1cc(-c2nonc2-c2cn(C(=O)OCC)c3ccc(Br)cc23)c2cc(F)ccc21	73	85	92	71	88	61	91	82
CC(C)(C)n1cc(-c2ccnc(NCCCNS(=O)(=O)c3ccc(Br)cc3)n2)c(-c2ccc(F)c(O)c2)n1	121	63	76	122	70	91	61	59
CC(=O)OC1CCC2(C)C(=CCC3C2CCC2(C)C3CC3OC4(CCC(C)CO4)C(C)C32)C1 (configuration not stated)	97	101	101	90	98	97	101	93
CC12CCCC=C1NC(Br)=C(C#N)C2(C#N)C#N (configuration not stated)	69	97	79	98	97	82	18	102
OCc1cccc(-c2ccc3ncc(-c4nc(NC5CC5)ncc4F)n3c2)c1	-14*	2.7*	-30*	2.2*	-39*	-84*	-2.0*	-8.5*
O=C1CCCCC1(O)Cc1ccc2c(c1)OCO2 (configuration not stated)	102	101	99	108	108	100	103	92
COC(=O)c1cc([N+](=O)[O-])cc2ccccc12	97	96	111	102	107	105	/	96
Cc1nc2c(=O)nc3s/c(=C\c4ccco4)c(=O)n3c2nc1C	86	92	116	95	94	92	108	81
COc1ccccc1/C=N\N=C(N/N=C/c1ccccc1OC)N/N=C/c1ccccc1OC	15&68	48&74	-8.8*!	27&75	27&60	20&55	23&40	27&61
C#CCn1cnc2c(Nc3cccc(NC(=O)C=C)c3)ncnc21	69	85	82	75	77	83	82	64
CC(C)NCCCCCNc1cccc2cccnc12	63	106	101	89	105	106	97	100
Cc1ccc(C(=O)NN2C(=O)CSC2c2ccccc2Cl)cn1 (configuration not stated)	80	102	91	92	111	95	96	91
COc1ccc2[nH]c(=O)c(CSc3ccccc3N)cc2c1	105	90	102	99	97	73	95	89
CNCc1cc(C(C)(C)C)ccc1O	66	109	90	89	92	91	71	105
COc1ccc(NC(=O)Cn2cccc(Nc3ccccc3)c2=O)cc1	98	/	101	106	103	96	96	99
CN(C)S(=O)(=O)n1cnc([C@@H]2c3c(ncn3S(=O)(=O)N(C)C)C[C@@H]3Cn4c(=O)n(-c5ccccc5)c(=O)n4C[C@H]32)c1	77	97	108	99	99	97	104	99
C[C@@H](O)[C@H]1CC[C@H]2[C@@H]3CCC4=CC(=O)C[C@]4(C)[C@H]3CC[C@]12C	94	69	91	110	107	89	83	122
SMILES	HOP-92	EKVX	RPMI-8226	HOP-62	M14	UACC-62	CCRF-CEM	A549/ATCC
CCOC(=O)c1ccc(NC(=O)OCc2ccccc2)cc1	90	97	96	93	104	92	95	96
N#CC1(C#N)C(c2c(F)cccc2Cl)C1(C#N)C#N	94	92	101	87	98	104	101	99
COc1cccc2c1CCC(=O)C2	94	95	98	106	102	115	108	100
Clc1ccc(Nc2nnc(Cc3ccncc3)c3ccccc23)cc1	76	77	55	69	87	89	93	73
O=C1C(CCS(=O)c2ccccc2)C(=O)N(c2ccccc2)N1c1ccccc1 (configuration not stated)	/	104	102	105	98	/	94	104
COc1ccc(Cn2cc3c(c2-c2cc(OC)c(OC)c(OC)c2)CCCc2cnoc2-3)cc1N	65	47	20	51	0.7*	42	16	43
CC[C@H](Nc1nc(C)nc(N)c1C#N)c1nc2cccc(NCc3ccc(C(=O)NO)cc3)c2c(=O)n1-c1ccccc1	-1.5*	13	11	10	8.7*	4.2*	6.2*	-31*
O=C(O)c1cn(C2CC2)c2cc(N3CCN(C(=O)/C=C/c4ccccc4)CC3)c(F)cc2c1=O	74	90	96	89	88	85	94	95
Cc1cc(Cl)cc2sc(=S)[nH]c12	93	96	112	101	107	90	153	126
Nc1ccc(S(=O)(=O)Nc2cnc3ccccc3n2)cc1	80	100	99	105	106	108	101	106
O=C(Cl)CC1CC(=O)OC1=O (configuration not stated)	104	/	107	103	101	102	105	99
COc1cc(/C=C2/SC(=O)N(CCCC(=O)N3CCN(c4cc5c(cc4F)c(=O)c(C(=O)O)cn5C4CC4)CC3)C2=O)cc(OC)c1OC	125	110	119	105	99	96	116	97
Nc1ccc(C(=O)Nc2ccc(NC(=O)c3ccco3)c(O)c2)cc1	/	113	89	112	109	110	92	53
CCCCCCCCCCCC1=NC(C)(C)CO1	/	98	/	95	96	95	88	101
O=C(COc1c(Cl)cc(Cl)c(Cl)c1Cl)NC1CCCCC1	72	87	91	102	97	81	105	94
CCOC(=O)c1cnn(CC(O)c2ccccc2)c1NC(=O)c1cccc(F)c1 (configuration not stated)	95	91	102	93	101	86	101	91
COc1ccc(C(=O)CSc2nc(C)c(C)n2Nc2ccccc2)cc1	83	/	95	101	91	90	90	97
COc1ccc2c(Cn3cc(CSc4nc5ccccc5o4)nn3)cc(=O)oc2c1	101	100	106	103	110	97	95	105
CSc1nc(Nc2ccc(S(=O)(=O)Nc3ccon3)cc2)c(C#N)c(-c2ccc(Cl)cc2)n1	109	99	71	106	88	107	6.8*	/
S=c1nc[nH]c2c1ccc1[nH]cnc12	96	94	90	101	106	97	113	97
COc1ccc(-c2cc(C(=O)N3N=C(c4ccc(OC)c(OC)c4)CC3c3cc(-c4ccccc4)nn3-c3ccccc3)c3ccccc3n2)cc1 (configuration not stated)	90	100	83	/	88	81	77	88
COc1cc(-c2csc(NC(=O)Nc3cc(C(F)(F)F)cc(C(F)(F)F)c3)n2)cc(OC)c1OC	-26*	4.6*	-6.9*	13	22	19	/	12
N#CC(C#N)=Cc1nc(C2CCN(S(=O)(=O)c3cccc4ccccc34)CC2)n2ccccc12	110	106	/	115	112	94	98	106
CC1=C(C(=O)OCC2CCN(C(=O)OC(C)(C)C)CC2)[C@H](c2cccc(Br)c2)C2=C(CC(C)(C)CC2=O)N1	62	49	19	56	30	36	18	17
CC(=O)NC1c2ccccc2Oc2ccccc21	97	97	114	88	101	/	112	92

Given with each value named: entries from further up
CCCCCCCCCCCC1=NC(C)(C)CO1
  HOP-92 = /
  EKVX = 98
  RPMI-8226 = /
  HOP-62 = 95
  M14 = 96
  UACC-62 = 95
  CCRF-CEM = 88
  A549/ATCC = 101
N#CC(C#N)=Cc1nc(C2CCN(S(=O)(=O)c3cccc4ccccc34)CC2)n2ccccc12
  HOP-92 = 110
  EKVX = 106
  RPMI-8226 = /
  HOP-62 = 115
  M14 = 112
  UACC-62 = 94
  CCRF-CEM = 98
  A549/ATCC = 106
O=C(Cl)CC1CC(=O)OC1=O (configuration not stated)
  HOP-92 = 104
  EKVX = /
  RPMI-8226 = 107
  HOP-62 = 103
  M14 = 101
  UACC-62 = 102
  CCRF-CEM = 105
  A549/ATCC = 99
O=C(COc1c(Cl)cc(Cl)c(Cl)c1Cl)NC1CCCCC1
  HOP-92 = 72
  EKVX = 87
  RPMI-8226 = 91
  HOP-62 = 102
  M14 = 97
  UACC-62 = 81
  CCRF-CEM = 105
  A549/ATCC = 94

Continued.
SMILES	HOP-92	EKVX	RPMI-8226	HOP-62	M14	UACC-62	CCRF-CEM	A549/ATCC
COC(=O)[C@H](Cc1cnc[nH]1)NC(=O)[C@@H](NC(=O)Nc1cc(C(F)(F)F)cc(C(F)(F)F)c1)C(C)C	-97*[100 µM]	/	-53*[100 µM]	-93*[100 µM]	-89*[100 µM]	-96*[100 µM]	/	-71*[100 µM]
N=C(N)c1ccc(-c2ccc(-c3ccco3)o2)nc1	/	/	85	102	105	103	97	87
CSc1ccccc1Nc1nc(N)nc(C(Cl)(Cl)Cl)n1	73	66	77	100	101	62	91	95
Oc1cc(CNCc2ccccc2)c(O)cc1CNCc1ccccc1	/	99	/	90	102	100	114	100
CC(CN(C)C)C(O)(Cc1ccccc1)c1ccccc1 (configuration not stated)	75	94	107	107	99	92	102	90
CC(=O)c1ccc(NC(=O)C(=O)c2c[nH]c3ccccc23)cc1	108	/	105	111	/	104	98	98
O=C(N1CCCCC1)N1CCCCC1	107	/	104	98	94	104	101	98
CCOC(=O)N(Cc1ccc(C(C)C)cc1)c1nc2ccc(OCC)cc2s1	94	87	92	/	100	80	91	96
C[N+]1=C(/C=C/c2ccc(O)cc2)C(C)(C)c2ccccc21	86	87	95	101	91	85	93	98
Nc1ncc(-c2ccc3ncnc(N4CCc5cc(F)c(Cl)cc54)c3c2)cc1C(F)(F)F	10	15	16	33	34	20	28	21
O=CNc1cccc(-n2cnc3cc(-c4ccc(O)cc4)ccc32)c1	72	72	24	43	57	38	23	43
CCCCCCCCCCCCCCCc1nc(=S)[nH][nH]1	121	94	86	90	90	78	92	83
CCN(CC)CCN(C)c1ccc(CO)c2sc3cc(Cl)ccc3c(=O)c12	/	/	80	90	101	120	/	/
NS(=O)(=O)c1ccc(Nc2nc(NN=C(c3ccccc3)c3ccccc3)nc(Nc3ccccc3)n2)cc1	75	56	33	90	56	79	28	59
COc1cc(CNC(=O)CCCC/C=C/C(C)C)ccc1OCc1cn(-c2ccccc2F)nn1	79	79	81	85	97	76	89	91
COC(=O)c1c(C)[nH]c2c3c(c(O)cc12)[C@H]1C[C@@H]2[C@@]4(C)CCCC(C)(C(=O)O)[C@@H]4CC[C@@]32C=C1C(C)C (some centres not stated)	102	87	93	104	100	93	90	91
CC(C)(C)C(=O)Cc1ccncc1	/	99	99	114	100	109	100	101
COc1ccc(C2=C/C(=C\c3ccc(Cl)cc3)C(=O)N2Cc2ccccc2)cc1	75	96	71	74	92	61	73	84
CCCCCCCCCCCCCCCCCCOc1cccc(CC(=O)OCC[N+]2(C)CCCCC2)c1	81	97	80	101	75	85	59	91
CCn1c(SC/C(=N/O)c2ccc(OC)cc2)nnc1-c1ccncc1	102	96	97	101	104	101	99	95
Nc1ccccc1SC(CC(=O)c1ccccc1)c1ccccc1 (configuration not stated)	80&84	/	10&37	109&106	98&102	97&88	82&101	87&98
O=C1/C(=C/c2ccncc2)Nc2cc3c(cc21)OCO3	102	94	/	104	103	101	117	101
CN(C)c1ncnc2c1ncn2C1CCCO1 (configuration not stated)	96	104	104	113	108	100	112	102
O=CNc1cccc(Cl)c1	80	111	94	97	104	102	101	103
NS(=O)(=O)c1ccc(NC(=O)CSc2nc3ccccc3c(=O)n2Cc2ccccc2)cc1	/	/	69	93	109	89	86	82
SMILES	HOP-92	EKVX	RPMI-8226	HOP-62	M14	UACC-62	CCRF-CEM	A549/ATCC
O=C(CC(c1ccccc1)c1cccc2ccccc12)c1ccc(Br)cc1 (configuration not stated)	87	62	80	97	96	91	95	91
CCN(CC)CCNc1ncnc2c1[nH]c1ccc(Br)cc12	166	/	92	91	100	101	91	90
CCN(CC)c1ccc(/C=N/NC(=O)CSc2nc3ccccc3c(=O)n2CCc2ccc(S(N)(=O)=O)cc2)cc1	109	106	39	89	87	76	39	82
COC(=O)C(Cc1cccc(-c2ccc(OC)nc2)c1)NC(=O)OCc1ccccc1 (configuration not stated)	82	90	89	95	96	94	82	81
CSC1C2C(N)=NNC(c3ccccc3)=NC2=Nc2c(C#N)cnn21 (configuration not stated)	104	97	101	100	116	91	102	101
Cc1cc2nc3ccc(=[N+](C)C)cc-3sc2cc1N	8.7*!	24&39	-38*	0.4*!	8.5*	-32*!	-12*	7.1*
COc1cc2oc(-c3cccc(NC(=O)c4cc([N+](=O)[O-])ccc4C)c3)cc(=O)c2c(OC)c1OC	46	73	37	82	/	70	41	62
O=C1c2c(c3c4ccccc4n(CCCCCCBr)c3c3[nH]c4ccccc4c23)C(=O)N1O	-14*	20	1.0*	8.3*	16	/	3.5*	6.4*
c1ccc(NN=C(c2ccccc2)c2ccccc2)cc1	106	65	84	96	89	46	76	93
COc1ccc(Oc2[nH]n(C3=Nc4ccccc4Sc4ccccc43)c(=O)c2C#N)cc1	74	94	91	92	104	70	93	98
O=C(N/N=C/c1ccc(O)cc1)c1cc(-c2nc3ccccc3[nH]2)nc2ccccc12	124	98	96	102	102	78	83	97
NS(=O)(=O)c1ccc(-n2ncc3c(=S)nc[nH]c32)cc1	54	111	103	103	102	95	92	89
COc1ccc2c(c1)CC[C@@]1(C)[C@H](C)C=C(I)[C@@]21CCCO	74	95	102	94	96	86	89	95
Oc1ccc(/C=N/c2n[nH]c(-c3cccnc3)n2)c(O)c1O	97	99	91	95	98	95	99	90

By substructure: the entries above containing a nitro group on carbon.
SMILES	HOP-92	EKVX	RPMI-8226	HOP-62	M14	UACC-62	CCRF-CEM	A549/ATCC
COC(=O)c1cc([N+](=O)[O-])cc2ccccc12	97	96	111	102	107	105	/	96
COc1cc2oc(-c3cccc(NC(=O)c4cc([N+](=O)[O-])ccc4C)c3)cc(=O)c2c(OC)c1OC	46	73	37	82	/	70	41	62

High-throughput results: PubChem, NCI
